# Akt phos inh: inhibitors of Akt phosphorylation; Neuro2A IGF-stimulated pAkt S473 HTRF, 20 min; active compounds read low; activity change, % for hits at 50 µM; actives 0.32% (n = 360,000); in the data active means activity change below about -80%; inconclusive means mostly about -51% to -80%; further: on the % scale 0 is the no-effect control and ±100 the full control effect
#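 Neuro2A cells in DMEM with 0.5% FBS, overnight at 37 deg C, given compound at single 50 µM final, then IGF (6 nM final) for 20 min at 37 deg C. Lysed; phospho-Akt Ser473 by HTRF after 24 h, 665/615 ratio.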
# CCT chaperon mod: changes cytosolic chaperonin activity. actives 0.3% (n = 360,000). activity change, % (no concentration beside the values), hits read low. purified chaperonin ATPase assay, HTRF ADP detection, 30 min; in the data active means activity change below about -30%; further: on the % scale 0 is the no-effect control and ±100 the full control effect
#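 ATPase activity: ADP formed was measured by HTRF Transcreener (665/615 nm ratio) after 30 min at 37 deg C with 10 uM ATP. Compounds screened at one 76 uM concentration against 40 or 20 nM TRiC in Tris pH 7.4/KCl/MgCl2/DTT buffer.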
# MmCpn inh: inhibitors of Methanococcus maripaludis chaperonin (MmCpn). purified Mm-Cpn ATPase, ADP Transcreener TR-FRET. Potency, µM (top dose mostly 76.9 µM), without a hit: at the highest dose activity, negative = inhibition, hits mostly inhibitors. actives 0.031% (n = 330,000). AID 504842; further: potency means the concentration at half of the fitted maximal effect; on the % scale 0 is the no-effect control and ±100 the full control effect; nearly all actives have a fitted effect of over 80% in size
#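 25 nM Mm-CPN + cpd, 10 min 37°C; + 10 uM ATP, 30 min 37°C; buffer 30 mM Tris pH 7.4, 100 mM KCl, 5 mM MgCl2, 1 mM DTT; Transcreener ADP HTRF detection 30 min RT.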
# EPAC2 antagonist: antagonists of human EPAC2. Q8WZA2. EPAC2 GEF exchange of Rap1B-BODIPY-GDP, fluorescence. Potency, µM (series often up to 114 µM), for inactives: at the highest dose activity, negative = inhibition, most hits filed as inhibitors. actives 0.18% (n = 360,000). AID 720708; further: potency means the concentration at half of the fitted maximal effect; on the % scale 0 is the no-effect control and ±100 the full control effect; nearly all actives have a fitted effect of over 45% in size; many of its hits are not listed in these tables
# PTHR1 agonist: PTHR1 (human) receptor agonism | Q03431 | HEK293 GP2 PTHR1 cells, GloSensor cAMP luminescence, 1 h | Potency, µM (top dose mostly 115 µM), for inactives: at the highest dose activation, actives largely listed as activators | actives 0.075% (n = 410,000) | AID 743266; further: potency means the concentration at half of the fitted maximal effect; nearly all actives have a fitted effect of over 55% in size; some results filed as inactive show a strong effect at the top dose; inactives centre near -15; many of its hits are not listed in these tables
# Target sequence (Q03431 whole entry, looked up): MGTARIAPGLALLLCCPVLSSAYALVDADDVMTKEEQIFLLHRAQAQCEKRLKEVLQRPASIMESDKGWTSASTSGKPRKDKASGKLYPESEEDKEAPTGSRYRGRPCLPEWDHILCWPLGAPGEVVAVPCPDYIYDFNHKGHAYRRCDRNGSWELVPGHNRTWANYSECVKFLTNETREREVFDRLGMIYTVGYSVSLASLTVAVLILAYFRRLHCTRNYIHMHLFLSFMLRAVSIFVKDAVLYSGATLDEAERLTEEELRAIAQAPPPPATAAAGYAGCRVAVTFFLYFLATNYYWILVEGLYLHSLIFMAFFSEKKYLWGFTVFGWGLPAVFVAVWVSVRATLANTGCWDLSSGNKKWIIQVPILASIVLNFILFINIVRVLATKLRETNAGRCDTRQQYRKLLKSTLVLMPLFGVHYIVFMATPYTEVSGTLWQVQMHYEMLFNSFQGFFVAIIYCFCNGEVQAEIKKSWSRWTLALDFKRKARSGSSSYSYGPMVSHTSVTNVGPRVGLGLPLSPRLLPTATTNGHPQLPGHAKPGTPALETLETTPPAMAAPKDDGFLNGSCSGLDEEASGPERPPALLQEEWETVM
#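 HEK-293-derived GP2 cells expressing PTHR1 and a GloSensor cAMP reporter, 3,000/well, plated overnight, given luciferin plus IBMX (each 0.5 mM as added) for 1 h at 37 °C, then compound for 1 h at 37 °C. Luminescence was read after 15 min at room temperature.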
# D3 ag: agonists of human D3 dopamine receptor | D3R DiscoveRx beta-arrestin cells, luminescence, 90 min | max activation, % | AID 652048 | actives 0.58% (n = 410,000) | P35462; in the data active means max activation above about 30%; further: 0% is about no effect; mostly tested at two doses, the higher about 12 µM
# Target sequence (P35462 whole entry, looked up): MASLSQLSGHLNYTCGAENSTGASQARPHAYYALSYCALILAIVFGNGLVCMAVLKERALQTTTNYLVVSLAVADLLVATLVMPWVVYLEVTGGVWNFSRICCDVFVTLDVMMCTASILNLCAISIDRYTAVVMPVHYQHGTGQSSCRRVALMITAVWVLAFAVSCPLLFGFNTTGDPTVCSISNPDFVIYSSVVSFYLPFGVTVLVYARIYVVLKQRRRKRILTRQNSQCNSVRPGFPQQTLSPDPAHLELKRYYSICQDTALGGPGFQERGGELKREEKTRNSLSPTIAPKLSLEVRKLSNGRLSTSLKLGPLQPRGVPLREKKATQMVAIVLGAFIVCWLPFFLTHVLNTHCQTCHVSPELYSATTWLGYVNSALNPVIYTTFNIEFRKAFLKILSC
#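 Agonist-mode cell screen: cells plated at 1500/well and incubated overnight at 37 °C, then exposed to library compounds for 90 min at 37 °C. Detection reagent was added for 30–60 min at room temperature, and luminescence was read.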
# DRD3 antagonist: antagonists of human D3 dopamine receptor | P35462 | actives 2.5% (n = 360,000) | max response, negative = inhibition, % | D3R cells, DiscoveRx beta-arrestin luminescence, antagonist mode; active compounds read low | AID 652054; in the data active means max response below about -50%; inconclusive means no clear call, values can overlap the other calls; further: on the % scale 0 is the no-effect control and ±100 the full control effect; mostly tested at two doses, the higher about 12 µM
#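 Cells expressing the human receptor were seeded at 1500 cells/well, incubated overnight at 37 degrees C in 5% CO2, then exposed to library compounds with dopamine controls for 90 minutes at 37 degrees C before luminescent detection.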
# EPAC2 ag: agonists of human EPAC2 (RAPGEF4) | Q8WZA2 | EPAC2 activation, biochemical qHTS; response scale: 100% = 6.5 mM cAMP response | Potency, µM (doses to about 154 µM), for inactives: at the top dose activation, actives largely listed as activators | actives 0.079% (n = 360,000) | AID 720711; further: potency means the concentration at half of the fitted maximal effect; nearly all actives have a fitted effect of over 50% in size
#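 Compounds were added across a concentration range to EPAC2 (100 nM), RAP1B-BODIPY-GDP (250 nM) and GDP (50 uM). After 5 min at room temperature, fluorescence was recorded at 5-min intervals for 30 min.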
# An asterisk follows results filed as active; i = inactive; ? = inconclusive; . = not tested or not shown; & = joins results of further samples; [ ] = dose if it differs, or a comment. Unless noted, the call rests on the fitted dose curve; in most records, active means well fitted curve in the direction sought with a large enough effect; inconclusive means small, poorly fitted or top-dose-only effect, or another doubt; inactive means no such curve, though single readings can be large; an effect the other way counts as inactive or inconclusive. The list is partial; the hit share may differ from the screen's.
SMILES,Akt phos inh,CCT chaperon mod,MmCpn inh,EPAC2 antagonist,PTHR1 agonist,D3 ag,DRD3 antagonist,EPAC2 ag
CN(C)S(=O)(=O)c1cccc(NC(=O)CSc2ncnc3ccccc23)c1,i,1.3,-6%,-6%,-96%[inhibitor],65*,0,8%
CCOc1ccc(NC(=O)CSc2nc3c([nH]c4ccccc43)c(=O)n2C)cc1,i,-2.5,2%,17%,-32%[inhibitor],3,-5,4%
CC(C)(C)c1ccc(C2(C)NC(=O)N(CC(=O)c3ccc[nH]3)C2=O)cc1 (stereo not drawn),i,-2.6,0%,-5%,19%[57.5 µM],0,14,-9%
CN(Cc1cnc2nc(N)nc(N)c2n1)c1ccc(C(=O)NC(CCC(=O)O)C(=O)O)cc1C(F)(F)F (stereo not drawn),i,-0.8,.,13%,-17%,1,?,16%
OCCCn1c(C2CCCN2c2nc(-c3ccc(Cl)cc3)cs2)nc2cc(C(F)(F)F)ccc21 (stereo not drawn),i,-2.6,.,-8%,-22%,-9,13,3%
CCOC(=O)C(=O)N/N=C/c1cccc(Br)c1,i,0.5,1%,-4%,i,-2,-1,2%
CC(C)OC(=O)Nc1ccc(Oc2c(F)c(F)c(F)c(F)c2F)cc1,i,-76*,-1%,-7%,-13%[57.5 µM],1,-24,4%
CCOC(=O)c1c(NC(=O)c2ccco2)sc2c1CCCC2,i,-1.3,-3%,0%,i,0,-5,-1%
O=C(Nc1ccc(Br)cn1)c1cccc(C(=O)Nc2ccc(Br)cn2)c1,i,-0.4,-25%,-1%,i,5,-7,-5%
CCC(=O)N1CCN=C1SCc1cc(C)ccc1C,i,-1.7,?,4%,i,-2,4,6%
CCCCn1c(N)c(N(CCC(C)C)C(=O)CSc2nnc(C)s2)c(=O)[nH]c1=O,i,1.2,0%,8%,-11%,-2,-2,1%
Cc1ccc2sc(NNC(=O)C3=COCCO3)nc2c1C,i,-1.6,-1%,-5%,-16%,1,8,-1%
COc1ccc(S(=O)(=O)N2CCOCC2)cc1NC(=O)COC(=O)C1CCC1,i,0.1,1%,16%,-20%,4,-7,5%
CC(=O)Nc1cc(C)nn1-c1nc(C)cc(C)n1,i,-4.1,0%,0%,i,2,4,5%
COC(C[C@@H]1O[C@@H]1C(=O)[C@@H](C)OCc1ccccc1)OC,i,-1.2,.,13%,-33%[inhibitor],-1,0,12%
COc1ccc(NC(=O)COC(=O)COc2ccc(Br)cc2)cc1,i,-0.3,-1%,0%,i,-11,6,9%
C=CCNC(=O)CN1CCC(c2nc3ccccc3[nH]2)CC1,i,-2.7,0%,3%,i,1,-7,11%
CC(C)CC(=O)NC(=S)Nc1ccccc1F,i,-15,.,0%,0%,-5,-18,1%
O=C(COc1ccc(S(=O)(=O)N2CCOCC2)cc1)Nc1ccccc1Cl,i,-0.1,5%,1%,-28%,1,-2,-2%
COc1ccc(NC(=O)CN(C)C(=O)CCC2CCCC2)cc1,i,-36*,1%,5%,i,-4,-6,10%
CCCC(=O)NCCCc1nc2ccccc2[nH]1,i,0.0,1%,2%,i,-2,-1,3%
Cc1ccc(-n2nc3c(=O)n(CCCC(=O)NCC(C)c4ccccc4)nc(C)c3c2C)cc1 (stereo not drawn),i,-2.7,-2%,-2%,-19%,-6,-26,4%
CC(C)(C)C1c2[nH]c3ccccc3c2CCN1Cc1cccc(OCCO)c1 (stereo not drawn),i,3.7,0%,-25%,i,-5,6,5%
O=S(=O)(Cc1nnnn1-c1ccccc1)c1ccc(Cl)cc1,i,-1.4,1%,0%,-2%,3,-3,16%
O=C(NC(=S)N1CCCCC1c1cccnc1)c1ccc(Br)cc1 (stereo not drawn),i,1.2,1%,-2%,-5%,-9,0,7%
O=C(OCc1cn([C@@H]2CN(Cc3cccs3)[C@@H](c3ccc(Cl)cc3)C[C@H]2O)nn1)c1ccccc1,i,-2.1,.,3%,-58%[inhibitor],0,?,15%
COC(=O)c1cc(NC(=O)CCc2c(C)nc3ncnn3c2C)cc(C(=O)OC)c1,i,1.4,1%,-1%,?,3,22,7%
C=CCn1c(CNC(=O)c2cccs2)n[nH]c1=S,i,-2.2,2%,-2%,-3%,0,-14,3%
CCOC(=O)CSc1nc2c(c(=O)n(C)c(=O)n2C)n1Cc1ccccc1F,i,-0.4,1%,?,i,3,4,-1%
CCCc1c(C(=O)N/N=C/c2ccccc2OCc2ccc(F)cc2)nnn1-c1nonc1N,i,-0.9,1%,6%,0%,1,38,5%
CC(C)n1c(=O)[nH]c(=O)n1C(C)C,i,-0.2,.,2%,i,13,7,6%
O=C1/C(=C\c2ccco2)SC(=S)N1c1ccc(O)cc1,i,1.8,1%,-1%,-3%,-3,-26,10%
COc1ccc(C(=O)NCCN2CCOCC2)cc1S(=O)(=O)Nc1ccc(C)cc1,i,-2.6,1%,-4%,22%,-16,-8,9%
Cc1ccc(C(=O)NC2CCS(=O)(=O)C2)cc1S(=O)(=O)N1CCCCC1 (stereo not drawn),i,-4.2,1%,-2%,i,-6,0,8%
CC(=O)N[C@@H](C)C(=O)N1CCC(n2nccc2NC(=O)CCCc2ccccc2)CC1,i,-0.1,-3%,4%,i,5,1,-3%
Cc1ccc(CN2CCN(C(=O)CCN3C(=O)c4ccccc4C3=O)CC2)cc1,i,-1.7,-1%,1%,-2%[57.5 µM],0,-13,10%
COc1ccc(C(=O)N2CCC(C)(C(=O)O)C2)cc1OC (stereo not drawn),i,-0.7,.,4%,-15%,4,1,6%
CCn1nc(CC(=O)Nc2nnc(CC(=O)N3CCOCC3)s2)c2ccccc2c1=O,i,-0.5,-1%,11%,i,5,3,-6%
CC(C)(C)NC(=O)CN(Cc1ccc(F)cc1)C(=O)Cn1nnc(-c2ccc(F)cc2)n1,i,1.6,2%,4%,i,0,20,-8%
CC(C)C(=O)N1CCN(c2ccccc2NC(=S)NC(=O)Cc2ccccc2)CC1,i,-0.2,.,2%,i,4,8,10%
Cc1cc(C)c(OCC(=O)N(Cc2ccc(N(C)C)cc2)C2CCS(=O)(=O)C2)c(C)c1 (stereo not drawn),i,-3.0,3%,-15%,-4%,0,2,6%
CN(C)c1ccc(NS(=O)(=O)c2cccc(Cl)c2)cc1,i,-6.0,0%,-6%,-15%,8,9,3%
Cc1csc(SC(C)C(=O)Nc2ccc3c(c2)OCCO3)n1 (stereo not drawn),i,-3.1,?,-1%,i,-1,0,11%
O=C(c1cc(-c2ccc(Cl)cc2Cl)on1)N1CCCC1,i,1.1,1%,2%,-37%[inhibitor],2,9,1%
COc1ccc(C(=O)NCC(C)NC(=O)c2ccc(OC)c(Br)c2)cc1Br (stereo not drawn),i,1.0,.,-5%,-11%,-4,10,4%
CC12CCC(C(=O)Nc3nc4ccccc4s3)(OC1=O)C2(C)C (stereo not drawn),i,0.5,-3%,1%,-15%,0,0,12%
CCN(CC)c1ccc(C(=O)N/N=C/c2ccccc2OC(F)F)cc1,i,-1.0,-1%,0%,i,4,-12,1%
CCCCCNC(=O)C(C1CC1)n1c(=O)c(-c2ccco2)nc2ccccc21 (stereo not drawn),i,.,.,-1%,i,-3,-11,3%
CC(C)CN1C(=S)SC(C)(C)C1n1oc(=O)n(-c2ccc(Cl)cc2)c1=O (stereo not drawn),i,-0.9,1%,-13%,-15%[57.5 µM],-17,4,7%
Cc1cc(C)cc(CC(=O)N2CCC2(C)C(=O)NS(=O)(=O)c2cccc(OC(F)F)c2)c1 (stereo not drawn),i,-1.4,.,7%,i,7,-4,3%
COc1ccc(CCNc2oc(COc3ccc(Br)cc3)nc2C#N)cc1OC,i,-0.1,2%,7%,-90%[inhibitor],2,7,15%
O=C1C2CC=CCC2C(=O)N1c1nccs1 (stereo not drawn),i,2.4,.,0%,i,0,-9,-4%
COc1ccccc1N(CC(=O)NC1CCCCC1)S(=O)(=O)c1cccs1,i,0.2,-2%,1%,-2%,-3,-11,13%
Cc1ccc(NC(=O)C2CCN(S(=O)(=O)c3ccc(C(C)(C)C)cc3)CC2)cc1S(=O)(=O)N1CCOCC1,i,-0.5,.,1%,-21%,-3,-22,5%
COc1ccc2oc(=O)c(C(=O)OCc3ccccc3)cc2c1,i,-1.6,-5%,2%,-12%,-3,-12,8%
CC(=O)c1cccc(-n2nnnc2SCC(=O)Nc2ccccc2N2CCCCC2)c1,i,-1.3,-1%,-1%,-27%[57.5 µM],2,6,15%
Fc1ccc(-c2cc(-c3ccccc3)nc(-n3cccn3)n2)cc1,i,1.6,-3%,-1%,-8%,8,46,16%
CCOCCCNC(=S)N1CCCC(c2nc3ccc(C)cc3[nH]2)C1 (stereo not drawn),i,-2.9,-1%,5%,-20%,-2,-21,13%
CCCCCC(=O)N1CCN(CCN=CC2=C(O)CC(c3ccc(OC)cc3)CC2=O)CC1 (stereo not drawn),i,1.7&0.6,0%,20%&12%,-5%,5&7,2&1,3%&0%
CC(C)(C)NC(=O)C(=O)NN=C1CCCCCCC1,i,1.2,1%,-2%,i,3,12,4%
COc1cc(NC(=O)c2cccs2)c(OC)cc1NC(=O)c1cccs1,i,-3.9,.,10%,i,2,10,-8%
O=[N+]([O-])c1ccc(N2CCN(C(=S)Nc3ccc(F)cc3F)CC2)cc1,i,-1.9,1%,-5%,-47%[inhibitor],1,-13,16%
COc1ccc(/C=N/n2nnnc2N)cc1OC,i,1.4,0%,11%,-11%,3,15,12%

# Of the compounds above, three have a furan ring, fused or not:
SMILES,Akt phos inh,CCT chaperon mod,MmCpn inh,EPAC2 antagonist,PTHR1 agonist,D3 ag,DRD3 antagonist,EPAC2 ag
CCOC(=O)c1c(NC(=O)c2ccco2)sc2c1CCCC2,i,-1.3,-3%,0%,i,0,-5,-1%
O=C1/C(=C\c2ccco2)SC(=S)N1c1ccc(O)cc1,i,1.8,1%,-1%,-3%,-3,-26,10%
CCCCCNC(=O)C(C1CC1)n1c(=O)c(-c2ccco2)nc2ccccc21 (stereo not drawn),i,.,.,-1%,i,-3,-11,3%

# Bioassay records (PubChem)
